# Bioassay records deposited in PubChem by Sanford-Burnham Center for Chemical Genomics.
# PfGluPho inh = PfG6PD (Plasmodium falciparum) enzyme inhibition; PfGluPho enzyme, NADPH resazurin-diaphorase fluorescence; hit rate 0.78% among 350,000; inhibition, % at 20 µM; AID 504690;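 active means inhibition reaching at least a set limit at 20 µM in the primary screen, cut at about 59% in these data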;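 further: 0% = DMSO wells with substrate and 100% = DMSO wells lacking glucose-6-phosphate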
# SENP6 block = SENP6 protease inhibition; Recombinant SENP6 catalytic domain, aminoluciferin luminescence; inhibition, % at 10 µM; hit rate 1.8% among 330,000; AID 2599;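 active means inhibition above about 50% at the single tested dose, limit read from the data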;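 further: plate controls were DMSO wells with enzyme for no effect and DMSO wells lacking enzyme for full effect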
# SENP8 block-1 = blocks human SENP8 cleavage of Nedd8 substrate; Q96LD8; recombinant SENP8, Nedd8 substrate fluorescence; inhibition, % at 20 µM; hit rate 0.64% among 360,000; AID 602440; in the data active means inhibition mostly above about 40%, no sharp cut-off; inactive means mostly below about 27%
# SENP7 block = inhibitors of human SENP7 protease. recombinant SENP7, Z-RLRGG-aminoluciferin luminescence, 40 min. hit rate 1.5% among 330,000. inhibition, % at 5 µM. Q9BQF6;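 active means inhibition above about 50% at the single test dose, limit read from the data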;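 further: plate controls were DMSO with enzyme for no effect and no enzyme buffer wells for full effect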
# HKDC1 inh = inhibitors of human hexokinase HKDC1. Q2TB90. recombinant HKDC1, G6PDH/diaphorase resazurin coupled fluorescence. inhibition, % at 20 µM. hit rate 0.16% among 340,000. AID 493160;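 active means inhibition above about 35% when tested at 20 µM, limit read from the data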;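 further: plate controls were DMSO wells with enzyme for no effect and DMSO wells lacking enzyme for full effect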
# Target sequence (Q2TB90 whole entry, looked up): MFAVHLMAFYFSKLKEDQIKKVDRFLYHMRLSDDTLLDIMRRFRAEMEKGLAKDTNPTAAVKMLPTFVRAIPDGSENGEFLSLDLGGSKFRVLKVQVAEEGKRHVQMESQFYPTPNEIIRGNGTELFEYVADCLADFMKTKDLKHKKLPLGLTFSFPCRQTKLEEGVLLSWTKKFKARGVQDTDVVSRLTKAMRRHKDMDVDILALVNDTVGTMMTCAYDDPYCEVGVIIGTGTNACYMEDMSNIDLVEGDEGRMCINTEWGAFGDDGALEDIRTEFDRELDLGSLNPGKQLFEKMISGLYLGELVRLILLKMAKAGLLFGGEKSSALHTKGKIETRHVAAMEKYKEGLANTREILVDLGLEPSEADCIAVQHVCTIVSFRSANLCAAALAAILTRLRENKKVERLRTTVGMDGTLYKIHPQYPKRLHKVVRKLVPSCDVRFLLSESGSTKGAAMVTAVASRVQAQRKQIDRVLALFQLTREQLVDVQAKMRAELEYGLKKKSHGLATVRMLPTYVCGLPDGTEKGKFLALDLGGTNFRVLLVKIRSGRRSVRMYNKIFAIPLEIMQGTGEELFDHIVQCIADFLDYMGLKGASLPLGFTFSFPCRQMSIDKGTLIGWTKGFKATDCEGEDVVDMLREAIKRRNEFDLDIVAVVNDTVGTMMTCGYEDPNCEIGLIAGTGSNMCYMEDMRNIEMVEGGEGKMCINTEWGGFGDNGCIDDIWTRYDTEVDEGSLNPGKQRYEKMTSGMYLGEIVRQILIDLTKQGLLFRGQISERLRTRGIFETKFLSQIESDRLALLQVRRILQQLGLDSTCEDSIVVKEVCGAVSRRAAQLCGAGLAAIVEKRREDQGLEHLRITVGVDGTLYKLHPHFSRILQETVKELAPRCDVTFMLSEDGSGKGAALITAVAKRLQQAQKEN
#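 System: Recombinant HKDC1 hexokinase | Amount: HKDC1 at 5 µg/mL | Reagent: Glucose with 1 mM ATP | Doses: Single 20 µM dose | Incubation: Reaction time 90 min, room temperature, protected from light | Signal: Coupled resazurin fluorescence, excitation 525 nm, emission 613 nm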
# Apaf-1 inh = inhibitors of human Apaf-1 apoptosome | O14727 | reconstituted apoptosome caspase-3 activity, DEVD-Rh110 fluorescence | inhibition, % at 20 µM | hit rate 0.71% among 330,000; active means inhibition of at least 40% at 20 µM;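 further: plate controls were DMSO wells for no effect and DEVD-CHO caspase inhibitor wells for full effect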
#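 Material: reconstituted apoptosome with Apaf-1, cytochrome c, caspase-9, procaspase-3, dATP; medium: pH 7.5 Hepes buffer with CHAPS, BSA, DTT; also added: cytochrome c and DEVD-Rh110 substrate; timing: 30 min plus 50 min, RT; signal: Rh110 fluorescence intensity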
# SENP1 inh = inhibitors of human SENP1 SUMO protease catalytic domain. recombinant SENP1 catalytic domain, CyPet-SUMO1-YPet FRET cleavage. Q9P0U3. hit rate 0.21% among 360,000. inhibition, % at 10 µM;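 active means inhibition at least 30% at 10 µM, raw YFP signal under a set limit, fluorescence ratio 0.5 to 1.5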;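 further: 0% = enzyme with DMSO and 100% = no enzyme wells; some results filed as inactive read as strong as hits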
#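 Controls: no-enzyme wells low, DMSO-plus-enzyme wells high control. Test system: human recombinant His6-tagged SENP1 catalytic domain enzyme. Reagent: SFCypet-SUMO1-SFYpet FRET protein substrate, 25 nM final. Doses: one dose per compound, 10 µM, 0.5% DMSO. Detection: FRET, CFP and YFP emission. Timing: 50 min reaction at room temperature.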
# NLRP3 yeast inh = NALP3 inhibition in yeast | inhibition, % at 10 µM | Yeast reconstituted NLRP3/ASC/caspase-1, beta-gal luminescence, 24 h | hit rate 0.39% among 330,000 | AID 2825;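 active means inhibition of 50% or more; inactive means inhibition below 50%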;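 further: plate controls were induced DMSO wells for no effect and uninduced yeast grown without galactose for full effect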
# SENP8 block-2 = SENP8 protease inhibition; inhibition, % at 10 µM; AID 2540; purified SENP8, Z-RLRGG-aminoluciferin cleavage, luminescence; Q96LD8; hit rate 1.2% among 330,000; in the data active means inhibition above about 50%
# Numbers without * were called inactive; . = no result given.
1. Cc1ccc(CCC(=O)Nc2ccc([N+](=O)[O-])cc2)o1
2. Cc1cc(C)n(CCc2nc3c4ccccc4n(CC#N)c(=O)n3n2)n1
3. COc1cc(SC)ccc1C(=O)NCc1ccc(C)cc1
4. CC(=O)NN1C(=O)c2ccc(Oc3cccc([N+](=O)[O-])c3)cc2C1=O
5. C=CCNc1cc(=O)n(Cc2ccccc2)c(=O)[nH]1
6. COc1ccc(C2c3c(oc4ccccc4c3=O)C(=O)N2CCN2CCOCC2)cc1OC (stereo not given)
7. COc1ccccc1CCNC(=O)C(=O)NCC1OCCN1S(=O)(=O)c1ccc2c(c1)OCCO2 (stereo not given)
8. COc1ccc(-n2nc(C(=O)NCC(=O)NCCC3=CCCCC3)c3ccccc3c2=O)cc1

Screen / compound no.	1	2	3	4	5	6	7	8
PfGluPho inh	4	15	9	-12	10	-43	3	-18
SENP6 block	-13	-10	-4	-30	-11	-15	-13	-19
SENP8 block-1	23	3	11	16	-29	4	0	-206
SENP7 block	2	3	7	1	1	10	-4	2
HKDC1 inh	-4	-4	-6	-2	-4	9	-3	-3
Apaf-1 inh	6	-6	0	-11	-1	-6	10	34
SENP1 inh	1	-1	2	2	-11	-3	-3	2
NLRP3 yeast inh	13	-5	34	18	22	8	0	3
SENP8 block-2	-13	4	0	1	-8	-2	-3	-11

# Next part, overlapping the part above by 4 compounds.
5. C=CCNc1cc(=O)n(Cc2ccccc2)c(=O)[nH]1
6. COc1ccc(C2c3c(oc4ccccc4c3=O)C(=O)N2CCN2CCOCC2)cc1OC (stereo not given)
7. COc1ccccc1CCNC(=O)C(=O)NCC1OCCN1S(=O)(=O)c1ccc2c(c1)OCCO2 (stereo not given)
8. COc1ccc(-n2nc(C(=O)NCC(=O)NCCC3=CCCCC3)c3ccccc3c2=O)cc1
9. Cc1cccc(NS(=O)(=O)c2cc(C(=O)OC(C)C(=O)NCc3ccc4c(c3)OCO4)ccc2C)c1 (stereo not given)
10. Cc1ccc(C(=O)c2sc3nsc(C)c3c2N)cc1
11. CCCNc1c(NS(=O)(=O)c2c(F)c(F)c(F)c(F)c2F)c(=O)oc2ccccc12
12. O=C(Nc1ccccc1)C12CC3CC(C1)CC(n1cnc([N+](=O)[O-])n1)(C3)C2
13. COc1cc(CCC(=O)NCC2CCCO2)cc(OC)c1OC (stereo not given)
14. CS(=O)(=O)c1ccc(Cl)c(C(=O)NC2CCSc3ccccc32)c1 (stereo not given)
15. CCCN1CNC(=S)N(CCc2ccccc2)C1
16. CCNC(=O)COC(=O)c1cc(S(=O)(=O)N2CCCc3ccccc32)ccc1Cl

Screen / compound no.	5	6	7	8	9	10	11	12	13	14	15	16
PfGluPho inh	10	-43	3	-18	1	19	16	-7	-8	-6	-20	17
SENP6 block	-11	-15	-13	-19	2	57*	-8	-2	-11	-7	6	9
SENP8 block-1	-29	4	0	-206	11	16	-8	11	9	2	19	33
SENP7 block	1	10	-4	2	6	53*	4	-6	-6	-6	-3	7
HKDC1 inh	-4	9	-3	-3	1	2	1	-4	-4	-6	-9	-6
Apaf-1 inh	-1	-6	10	34	0	5	-6	-3	14	9	-8	-7
SENP1 inh	-11	-3	-3	2	1	-17	2	1	1	1	2	3
NLRP3 yeast inh	22	8	0	3	13	4	3	6	13	22	5	-15
SENP8 block-2	-8	-2	-3	-11	-1	27	0	2	-18	-2	-2	-3

# Quoted from the results shown (two entries):
1. Cc1ccc(CCC(=O)Nc2ccc([N+](=O)[O-])cc2)o1
2. Cc1cc(C)n(CCc2nc3c4ccccc4n(CC#N)c(=O)n3n2)n1

Screen / compound no.	1	2
PfGluPho inh	4	15
SENP6 block	-13	-10
SENP8 block-1	23	3
SENP7 block	2	3
HKDC1 inh	-4	-4
Apaf-1 inh	6	-6
SENP1 inh	1	-1
NLRP3 yeast inh	13	-5
SENP8 block-2	-13	4

# Structures listed so far printed as active in SENP6 block.
no. | SMILES | PfGluPho inh | SENP6 block | SENP7 block | HKDC1 inh | SENP1 inh | NLRP3 yeast inh
10 | Cc1ccc(C(=O)c2sc3nsc(C)c3c2N)cc1 | 19 | 57* | 53* | 2 | -17 | 4

# New compounds follow:
17. COCCCNC(=O)c1ccc(Cn2c(=O)c3ccccc3n(Cc3ccc(C)cc3)c2=O)cc1
18. COC(=O)Cc1[nH]nc2c1C1(CCSCC1)C(C#N)=C(N)O2
19. COc1ccc(S(=O)(=O)NC2CCCC2)cc1C(N)=O
20. O=C1NC(=S)S/C1=C\c1coc2ccccc2c1=O
21. O=C1c2cccnc2C(=O)N1Cc1ccccc1
22. O=C(COc1ccccc1Cc1ccccc1)Nc1cccnc1
23. NC(=O)CSc1nc2ccccc2nc1SCC(N)=O
24. Cc1cc(C)c2nc(N(CCCN(C)C)C(=O)C3=COCCO3)sc2c1

Screen / compound no.	17	18	19	20	21	22	23	24
PfGluPho inh	0	10	2	-31	-12	23	-88	-4
SENP6 block	-13	-2	-3	-18	5	4	9	-16
SENP8 block-1	23	14	9	-76	5	8	-3	6
SENP7 block	1	1	-2	14	-5	-3	8	0
HKDC1 inh	0	-12	0	18	4	10	-1	2
Apaf-1 inh	11	-16	-8	20	-1	5	-5	6
SENP1 inh	1	0	0	5	2	1	-1	0
NLRP3 yeast inh	18	6	18	4	2	23	-9	21
SENP8 block-2	0	-4	3	-1	2	6	1	-4

25. Cc1cc2c(cc1C)N(CC(=O)N1CCCC1)C(=O)CC(c1ccccc1)=N2
26. BrC(/C=N/Nc1nc(N2CCOCC2)nc(N2CCOCC2)n1)=C/c1ccccc1
27. CCOc1ccc(/C=C2/Sc3ccc(C(=O)NCC4CCCO4)cc3N(C)C2=O)cc1OC (stereo not given)
28. COc1ccc(-c2cc(C(=O)OCC(=O)NC(C)C)c3ccccc3n2)cc1
29. COc1cc2c(cc1NC(=O)CSc1nccn1C)oc1ccccc12
30. COC(=O)c1c(C)oc(C)c(C(=O)OC)c1=O
31. Cc1[nH]c2ccc(C(=O)OC(C)C(=O)NCc3ccccc3)cc2c1C (stereo not given)
32. Cc1csc(=O)n1CC(=O)OCc1cccc2ccccc12

Screen / compound no.	25	26	27	28	29	30	31	32
PfGluPho inh	-12	-3	37	-12	29	-22	13	23
SENP6 block	-14	-12	-9	-7	-15	-16	-24	-2
SENP8 block-1	16	19	-93	-450	10	15	-50	15
SENP7 block	1	-8	6	7	-8	22	8	11
HKDC1 inh	-7	1	7	-1	14	-6	5	3
Apaf-1 inh	2	8	1	-4	9	-4	8	5
SENP1 inh	1	0	-2	-12	1	2	1	1
NLRP3 yeast inh	-2	1	-4	25	11	8	21	0
SENP8 block-2	-6	-9	-4	-2	-6	-9	-14	3

33. COc1ccc(CCNC(=O)c2c(C)nc3ccccn23)cc1OC
34. CC(=O)c1cc(CCC(=O)NC2CCCCCC2)oc1C
35. O=S1(=O)CC2NC(=S)N(c3cccc(Br)c3)C2C1 (stereo not given)
36. COc1ccc(N2C(N)=NC(N)=NC2(C)C)cc1
37. COc1ccc2c(C)c(C(=O)O)oc2c1
38. Nn1c(SCc2ccccn2)nncc1=O
39. CC(C)Oc1cccc(C(=O)C2CCCN(Cc3cnc(N4CCCC4)s3)C2)c1 (stereo not given)
40. CCOC(=O)n1c(SCC(=O)N(CC)CC)nc2ccccc21

Screen / compound no.	33	34	35	36	37	38	39	40
PfGluPho inh	-17	-21	13	1	-4	-2	0	-7
SENP6 block	-9	9	-1	.	4	-9	-10	5
SENP8 block-1	3	15	3	10	-274	13	-2	22
SENP7 block	-6	7	0	.	1	-10	-8	5
HKDC1 inh	6	-1	-1	-8	-2	2	14	6
Apaf-1 inh	-11	14	-9	.	8	11	7	-4
SENP1 inh	2	0	3	-1	-155	4	1	1
NLRP3 yeast inh	-7	3	3	.	-13	-4	24	12
SENP8 block-2	0	9	5	.	7	-11	1	-1

41. Cc1cc(CNCc2cn(C)nc2-c2ccc(Oc3ccccc3)cc2)on1
42. CS(=O)(=O)c1ccccc1C(=O)NC1CCCc2ccccc21 (stereo not given)
43. COc1ccccc1Nc1ncc(C(=O)N2CCC(C(N)=O)CC2)c2ccccc12
44. Cc1cc(C)cc(N(C)S(=O)(=O)c2nnc(NC(=O)C(C)C)s2)c1
45. O=C(CN1CCOCC1)Nc1ccccc1C(=O)Nc1ccccc1
46. COC(=O)[C@]1(Cc2ccccc2)N[C@H](CN(C)S(=O)(=O)c2ccc(F)cc2)[C@@H]2C(=O)N(C)C(=O)[C@@H]21
47. CCn1nnnc1-c1ccc(OC)c(S(=O)(=O)Nc2ccc(C(=O)OC)cc2)c1
48. CCN(CC)CCNc1nc(C(F)(F)F)nc2c1nnn2Cc1ccccc1

Screen / compound no.	41	42	43	44	45	46	47	48
PfGluPho inh	1	-10	11	-4	11	4	-4	3
SENP6 block	-8	-22	44	-2	-12	10	3	3
SENP8 block-1	7	24	-144	17	11	-12	15	8
SENP7 block	-1	3	5	3	-8	11	-5	2
HKDC1 inh	-1	-8	6	0	-1	-5	-5	-4
Apaf-1 inh	10	-8	12	13	5	-3	-16	-4
SENP1 inh	-1	-2	-12	1	-1	2	3	-1
NLRP3 yeast inh	21	15	9	8	1	7	10	16
SENP8 block-2	-5	-3	4	0	-8	-6	4	8

49. CCOC(=O)N1CCN(C(=O)c2ccc3c(=O)n(CCC4=CCCCC4)c(=S)[nH]c3c2)CC1
50. O=C1CC(c2nc3ccccc3[nH]2)CN1c1ccccc1 (stereo not given)
51. Cc1cc(C)c2nc(Cl)c(C3NC(=O)c4ccccc4N3)cc2c1 (stereo not given)
52. O=C(Nc1ccc(S(=O)(=O)N2CCOCC2)cc1)c1nn(-c2ccc(F)cc2)ccc1=O
53. C=CCN(C(=O)c1csnn1)C(C(=O)NCc1ccc(F)cc1)c1ccc(F)cc1 (stereo not given)
54. COc1ccc(S(=O)(=O)N2CCOCC2)cc1NC(=O)C1CCCN1C(=O)c1cccs1 (stereo not given)
55. CCC(=O)N1C(=O)CCN(C(C)=O)c2ccccc21
56. O=C(CN(C(=O)CCNC(=O)c1ccco1)c1ccccc1)NC1CCCC1

Screen / compound no.	49	50	51	52	53	54	55	56
PfGluPho inh	-7	-5	-7	-1	-3	9	-5	-8
SENP6 block	-21	-8	-15	-4	11	-19	11	-15
SENP8 block-1	24	13	-34	5	17	-3	28	15
SENP7 block	1	-2	-7	-1	-8	3	0	-4
HKDC1 inh	-10	-2	-6	-4	-2	-1	-4	4
Apaf-1 inh	21	0	16	0	1	12	-9	-5
SENP1 inh	1	1	3	0	1	-2	2	0
NLRP3 yeast inh	25	-1	22	13	3	24	10	8
SENP8 block-2	-3	6	-8	-5	4	-2	1	-8

# Looked up above.
# Reading for entry 55 under SENP6 block: 11
# Reading for entry 49 under SENP8 block-1: 24

# The order is random. About 4.1% of those tested had a hit in this group.
